NCI-60 one-dose screen, 48 h, at 10 µM unless noted. Numbers give growth in % (100 = growth as untreated, 0 = no growth, -100 = all killed).
SW-620: SW-620 colon cancer; 5.2% of 82,000 active; AID 1794795
KM12: KM12 colon cancer cells. AID 1794800. 5% of 82,000 active
SNB-75: SNB-75 CNS cancer; 5% of 79,000 active
SF-539: SF-539 CNS cancer. 6.8% of 81,000 active
PC-3: PC-3 prostate cancer cells. 3.9% of 80,000 active. AID 1794754
DU-145: DU-145 prostate cancer; AID 1794760; 4.2% of 81,000 active
SNB-19: SNB-19 CNS cancer cells; 2.5% of 81,000 active; AID 1794751
HT29: HT29 colon cancer | 7.4% of 81,000 active | AID 1794748
HCC-2998: HCC-2998 colon cancer; 4.7% of 79,000 active
Active calls of the source: *; . = not tested or not shown; & = joins results of further samples. How the source made its calls: active means growth percent below 10; inactive means the rest.

Start of the listing, in advance (18 entries):
SMILES	SW-620	KM12	SNB-75	SF-539	PC-3	DU-145	SNB-19	HT29	HCC-2998
O=c1c2cccc3c(Nc4ccc(Br)cn4)ccc(c32)c2nc3ccccc3n12	95	77	44	90	77	99	86	95	75
COc1cc(C(=O)/C=C/c2c(C(F)(F)F)nc3sccn23)cc(OC)c1OC	-21*	-76*	30	-59*	16	11	21	-12*	-0.6*
O=C1c2ccccc2-c2cc3ccccc3c(=O)n21	107	106	92	88	81	111	106	90	96
COC1C(=O)OC(=O)C1OC (centres undefined)	96	106	86	91	102	103	.	111	111
O=C(O)/C=C/C(=O)NC1CCCCC1	114	108	82	106	106	114	85	102	104
CC(=O)OC[C@]12CCC(C)(C)C=C1[C@H]1CC[C@@H]3[C@@]4(C)Cc5c([nH]c6ccccc56)C(C)(C)[C@@H]4CC[C@@]3(C)[C@]1(C)CC2	103	99	85	96	93	103	112	105	106
C=CCOC(=O)CC	99	108	97	96	95	99	104	100	104
N#CCc1nnc(NC(=O)c2ccc(-n3c(=O)[nH]c4ccccc4c3=O)cc2)s1	104	121	87	98	105	128	95	116	108
O=C(c1ccc(O)c(O)c1)c1c(O)cc(O)cc1O	112	114	102	95	88	111	105	99	113
Cc1ccc(Cl)c(Nc2ccccc2C(=O)O)c1Cl	100&110&111	105&108&108	96&101&93	104&97&113	90&99&99	105&120&111	104&96&100	98&116&103	111&95&107
COc1ccc(NCc2nnc(-c3ccc(OC)cc3)o2)cc1	101	98	77	93	74	109	92	92	115
O=[N+]([O-])c1ccc(CO)o1	113	99	98	103	91	105	99	90	103
O=C(/C=C/c1ccccc1)c1c[nH]c2ccccc12	116	96	94	106	89	99	111	108	112
CCOC(=O)C(CC(=O)O)=C(C(=O)OCC)C(=O)OCC	105	103	92	102	112	109	109	134	104
C=CCn1c(SCC(=O)Nc2ccc(/C(C)=N/O)cc2)nnc1-c1cc(-c2ccc(S(C)(=O)=O)cc2)nc2ccccc12	82	83	65	70	75	85	69	94	101
CC(=O)CC(=O)OCc1ccccc1	112	99	98	107	98	96	106	100	100
CC(=O)C12OC(C)(C)OC1CC1C3CCC4=CC(=O)C=CC4(C)C3(F)C(O)CC12C (centres undefined)	111	105	137	101	95	108	102	89	106
Cc1cc2cc3n(c2nn1)N=C(Cl)CC3	114	104	92	111	87	110	103	99	110

All compounds of this part, previewed entries included:
SMILES	SW-620	KM12	SNB-75	SF-539	PC-3	DU-145	SNB-19	HT29	HCC-2998
O=c1c2cccc3c(Nc4ccc(Br)cn4)ccc(c32)c2nc3ccccc3n12	95	77	44	90	77	99	86	95	75
COc1cc(C(=O)/C=C/c2c(C(F)(F)F)nc3sccn23)cc(OC)c1OC	-21*	-76*	30	-59*	16	11	21	-12*	-0.6*
O=C1c2ccccc2-c2cc3ccccc3c(=O)n21	107	106	92	88	81	111	106	90	96
COC1C(=O)OC(=O)C1OC (centres undefined)	96	106	86	91	102	103	.	111	111
O=C(O)/C=C/C(=O)NC1CCCCC1	114	108	82	106	106	114	85	102	104
CC(=O)OC[C@]12CCC(C)(C)C=C1[C@H]1CC[C@@H]3[C@@]4(C)Cc5c([nH]c6ccccc56)C(C)(C)[C@@H]4CC[C@@]3(C)[C@]1(C)CC2	103	99	85	96	93	103	112	105	106
C=CCOC(=O)CC	99	108	97	96	95	99	104	100	104
N#CCc1nnc(NC(=O)c2ccc(-n3c(=O)[nH]c4ccccc4c3=O)cc2)s1	104	121	87	98	105	128	95	116	108
O=C(c1ccc(O)c(O)c1)c1c(O)cc(O)cc1O	112	114	102	95	88	111	105	99	113
Cc1ccc(Cl)c(Nc2ccccc2C(=O)O)c1Cl	100&110&111	105&108&108	96&101&93	104&97&113	90&99&99	105&120&111	104&96&100	98&116&103	111&95&107
COc1ccc(NCc2nnc(-c3ccc(OC)cc3)o2)cc1	101	98	77	93	74	109	92	92	115
O=[N+]([O-])c1ccc(CO)o1	113	99	98	103	91	105	99	90	103
O=C(/C=C/c1ccccc1)c1c[nH]c2ccccc12	116	96	94	106	89	99	111	108	112
CCOC(=O)C(CC(=O)O)=C(C(=O)OCC)C(=O)OCC	105	103	92	102	112	109	109	134	104
C=CCn1c(SCC(=O)Nc2ccc(/C(C)=N/O)cc2)nnc1-c1cc(-c2ccc(S(C)(=O)=O)cc2)nc2ccccc12	82	83	65	70	75	85	69	94	101
CC(=O)CC(=O)OCc1ccccc1	112	99	98	107	98	96	106	100	100
CC(=O)C12OC(C)(C)OC1CC1C3CCC4=CC(=O)C=CC4(C)C3(F)C(O)CC12C (centres undefined)	111	105	137	101	95	108	102	89	106
Cc1cc2cc3n(c2nn1)N=C(Cl)CC3	114	104	92	111	87	110	103	99	110
ClC1c2ccccc2CCc2ccccc21	101	109	82	95	84	120	111	74	107
CCCCCCC/C=C/C1CC(=O)OC1=O (centres undefined)	105	120	81	108	90	.	97	99	119
N=C1N=C(SCc2nc3ccccc3[nH]2)NC(=O)/C1=C/c1ccccc1	104	115	108	107	127	126	97	116	115
COc1ccc(C(=NNS(=O)(=O)c2ccc(C)cc2)c2ccccc2)cc1OC	101	105	90	105	93	103	95	103	102
CCN1CCN(CCCNc2nccc(-c3c(-c4ccc(F)c(O)c4)nc4sccn34)n2)S1(=O)=O	123	119	109	122	99	113	127	100	119
C=C(C)[C@@H]1CC[C@]2(C)CC[C@]3(C)[C@H](CC[C@@H]4[C@@]5(C)CCCNC(C)(C)[C@@H]5CC[C@]43C)[C@@H]12	2.5*	67	86	98	79	76	96	3.4*	66
COc1ccc(-c2cc(-c3ccccc3)nc3nc(N)nn23)cc1	110	100	96	96	117	103	93	98	92

The closing two records of the section before come first, to join the parts.
SMILES	SW-620	KM12	SNB-75	SF-539	PC-3	DU-145	SNB-19	HT29	HCC-2998
C=C(C)[C@@H]1CC[C@]2(C)CC[C@]3(C)[C@H](CC[C@@H]4[C@@]5(C)CCCNC(C)(C)[C@@H]5CC[C@]43C)[C@@H]12	2.5*	67	86	98	79	76	96	3.4*	66
COc1ccc(-c2cc(-c3ccccc3)nc3nc(N)nn23)cc1	110	100	96	96	117	103	93	98	92
CC(C)(C)NCC(O)COc1cccc2c1CCC(=O)N2 (centres undefined)	102	102	97	107	95	109	114	98	104
COC1OC(=O)c2ccccc21 (centres undefined)	100	106	99	103	89	115	99	104	116
COc1ccccc1N1CCN(Cc2c[nH]c3ncnc(OC)c23)CC1	86	97	101	107	92	104	97	72	115
O=S(=O)(Nc1ccc2c(c1)OC(F)(F)O2)c1ccc(-c2cnc(C3CC3)o2)cc1	24	31	19	38	45	69	47	17	73
COC/C=C(/COC)OC	100	108	100	95	.	109	104	.	110
COc1ccc(N2CCN(C(=O)C(C)c3ccc(NS(=O)(=O)c4ccccc4)cc3)CC2)cc1 (centres undefined)	101	104	82	25	80	110	100	111	113
COC(=O)c1nc(-c2ccccc2)oc1S(=O)(=O)NCC(c1ccc(Cl)cc1)N1CCOCC1 (centres undefined)	19	89	94	92	50	78	89	40	121
O=c1oc(NCn2c(=O)[nH]c3ccccc3c2=O)nc2ccccc12	109	105	111	102	92	110	100	110	114
CSc1ccccc1Nc1nc(N)nc(C(Cl)(Cl)Cl)n1	95	88	66	89	93	94	98	94	111
CNCc1cc(C(C)(C)C)ccc1O	81	102	102	.	84	106	108	92	110
Nc1cccc(-c2nc3sccn3c2-c2ccnc(NCCCNS(=O)(=O)c3cccc(F)c3)n2)c1	82	42	.	88	39	64	87	30	110
O=[N+]([O-])c1cccc(/C=C/c2nc[nH]c2[N+](=O)[O-])c1	97	103	96	100	89	107	95	106	102
O=C1CC(c2ccc3c(c2)OCO3)c2snc(-c3ccc(F)cc3)c2N1 (centres undefined)	95	87	97	.	70	87	95	88	96
O=C(C(=O)c1cccc(C(=O)C(=O)c2ccccc2)c1)c1ccccc1	102	109	87	101	92	104	97	96	118
Cc1ccc(C(=O)NN2C(=O)CSC2c2ccccc2Cl)cn1 (centres undefined)	107	110	87	102	87	104	91	109	106
CCO/C=C/C(=O)OCC	120	111	109	112	88	117	107	103	108
CCCC/C(=C\c1ccc(O)c(O)c1)C(=O)NC(Cc1ccccc1)C(=O)C(=O)NCc1ccccc1 (centres undefined)	84	88	74	73	65	94	78	95	90
Nc1nnc2nc(CC(=O)c3ccccc3)c(CC(=O)c3ccccc3)nn12	102	114	104	115	101	117	100	107	106
Cc1ccc(-c2cc(C3=C(c4cccs4)NC(=S)NC3C)n[nH]2)o1 (centres undefined)	103	97	84	99	77	108	100	103	110
O=c1c2cc(Cl)ccc2oc2ccc(OCCCCCN3CCCCC3)cc12	34	65	102	58	69	75	77	-28*	75
Nc1ccc(C2=NN(C(=O)c3cc(-c4ccc(Cl)cc4)nc4ccccc34)C(c3ccc(Cl)cc3)C2)cc1 (centres undefined)	30	28	68	9.0*	23	27	30	12	63
Nc1ccc(CCc2ccc(N)cc2)cc1	108	106	99	94	93	109	95	104	108
c1ccc2cc(Cn3c[n+](Cc4ccc5ccccc5c4)c4ccccc43)ccc2c1	-3.0*	-86*	-7.1*	18	-19*	15	-20*	-81*	-53*
CCOC(=O)c1cnn(CC(O)c2ccccc2)c1NC(=O)c1cccc(F)c1 (centres undefined)	102	104	86	104	91	104	95	99	120
CCOC(=O)c1csc(NC(=O)COc2ccc(/C=C3\Oc4cc(OC)ccc4C3=O)cc2)n1	117	90	90	91	100	111	81	112	108
The results go on.
SMILES	SW-620	KM12	SNB-75	SF-539	PC-3	DU-145	SNB-19	HT29	HCC-2998
CSc1c(N(C)C)c(=O)c1=S	91	104	81	98	95	106	112	89	100
C=C(C)c1cc2c(cc1O)OCC2C (centres undefined)	110	105	92	98	92	99	102	98	106
CCCSc1nc(NC2CC2)c(C#N)c(-c2ccc(OC)cc2)n1	105	107	103	86	95	98	70	90	115
C[n+]1c(-c2ccc(NC(=O)c3ccc(C(=O)Nc4ccc(-c5cn6ccccc6[n+]5C)cc4)cc3)cc2)cn2ccccc21	74	40	101	86	73	18	.	68	70
COC(=O)c1ccccc1NCCO	105	111	96	99	102	129	95	99	111
CC1=C(C)C(=O)C(N2CCN(c3cccc(C)c3)CC2)=CC1=O	96	101	87	90	84	99	99	95	102
Cc1cc2c(-c3nc4ccccc4[nH]3)c(O)c(O)cc2c(O)c1-c1c(C)cc2c(-c3nc4ccccc4[nH]3)c(O)c(O)cc2c1O	23	-39*	5.4*	-24*	6.0*	17	7.8*	11	20
O=C1NC(=O)C(CSc2ccccc2)(c2ccccc2)N1 (centres undefined)	106	113	84	113	89	123	113	.	96
C=C1/C(=C\C=C2/CCC[C@]3(C)[C@@H]([C@H](C)CCCC(C)(C)O)CC[C@@H]23)C[C@@H](OC(=O)CBr)C[C@@H]1O	71	58	49	-43*	40	93	95	39	107
Nc1ccc(I)cc1Cl	106	99	104	100	102	99	110	100	.
COC(=O)c1ccc(O)c([N+](=O)[O-])c1	102	100	96	101	.	116	115	100	.
Cc1ccc(C(=O)[C@H]2[C@H](c3ccc(O)cc3)NC(=O)N[C@@]2(O)C(F)(F)F)cc1	117	105	87	106	99	113	105	96	100
Cc1nn(-c2ccccc2)c2nc(C)n(CC(=O)N/N=C/c3cccc([N+](=O)[O-])c3)c(=O)c12	101	101	80	95	80	105	77	102	116
CCCC(=O)Oc1ccc([N+](=O)[O-])cc1	109	106	98	95	100	112	105	108	114
O=C(NCc1ccccc1Br)C1CSC2c3ccccc3C(=O)N12 (centres undefined)	100	107	86	104	89	112	102	94	107
O=C(O)Cn1c(O)c(C=C2N=c3ccccc3=N2)sc1=S	102	103	84	88	91	106	99	113	111
COc1ccc(C(=O)Nc2nc3ccc(OC(F)(F)F)cc3o2)cc1	107	86	101	107	88	.	106	109	122
Nc1ncc2c(n1)-c1cccn1CC2	104	111	88	96	104	113	107	110	110
CCCn1cnc2c(SCc3ccccc3Cl)nc(N)nc21	102	85	79	84	49	99	.	70	80
CC(=O)/C(=C/n1c(=S)sc2ccccc21)C(=O)Nc1ccccc1C	102	102	86	101	86	.	99	109	105
Cc1cc(C(C)(C)CC(C)(C)C)ccc1OCCOCC[N+](C)(C)Cc1ccccc1	-81*	-93*	-63*	-83*	-19*	22	-81*	-81*	-61*
O=C(Nc1cccc(NC(=O)c2ccc(CCl)cc2)c1)c1ccc(CCl)cc1	80	80	86	90	89	86	83	50	96

High-throughput results as filed in PubChem BioAssay.
